From PubChem
MITF primary = MITF inhibitors, primary screen, biochemical, AlphaScreen, human; AlphaScreen MITF homodimerization, bead proximity signal; inhibition, % at 2.6 µM; hit rate 0.91% among 650,000; AID 1259374, 2018; in the data active means inhibition above about 50%;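 further: 0% = vehicle wells with protein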
FBW7 activator = FBW7 E3 ligase activators, primary screen, biochemical, AlphaScreen, human | AlphaScreen FBW7–phospho-cyclin E peptide binding, activator screen | hit rate 0.13% among 650,000 | AID 1259310, 2017 | F-box/WD repeat-containing protein 7 (Homo sapiens), Q969H0 | normalized activity (activation), % at 26.1 µM; in the data active means normalized activity above about 1.9%;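 further: purified mutant Fbw7 with reduced substrate affinity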
Target sequence (Q969H0 whole entry, looked up): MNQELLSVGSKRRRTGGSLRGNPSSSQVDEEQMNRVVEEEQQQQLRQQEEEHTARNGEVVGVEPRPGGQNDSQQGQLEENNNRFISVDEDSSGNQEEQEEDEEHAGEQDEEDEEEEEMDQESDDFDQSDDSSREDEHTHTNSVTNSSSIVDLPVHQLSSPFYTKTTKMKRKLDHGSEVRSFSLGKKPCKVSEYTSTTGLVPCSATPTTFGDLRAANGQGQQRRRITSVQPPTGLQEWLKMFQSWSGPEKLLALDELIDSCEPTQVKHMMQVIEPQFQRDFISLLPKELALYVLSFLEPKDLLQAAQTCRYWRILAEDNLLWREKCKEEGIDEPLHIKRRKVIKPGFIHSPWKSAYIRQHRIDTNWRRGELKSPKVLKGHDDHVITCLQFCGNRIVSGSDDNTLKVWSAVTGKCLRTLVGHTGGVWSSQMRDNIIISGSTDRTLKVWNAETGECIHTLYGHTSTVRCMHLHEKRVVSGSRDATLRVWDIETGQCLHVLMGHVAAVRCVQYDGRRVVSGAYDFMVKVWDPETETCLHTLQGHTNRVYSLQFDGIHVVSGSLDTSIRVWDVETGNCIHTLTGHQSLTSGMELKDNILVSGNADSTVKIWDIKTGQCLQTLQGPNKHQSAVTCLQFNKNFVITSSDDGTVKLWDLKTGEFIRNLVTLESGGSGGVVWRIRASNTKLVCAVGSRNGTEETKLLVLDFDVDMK
TEAD-YAP block = TEAD-YAP interaction inhibition, primary screen, TEAD-YAP interaction inhibitor project, luminescence, HEK-TIYL cells; TEAD-Gal4/YAP UAS-luciferase luminescence; inhibition, % at 9.12 µM; hit rate 1.4% among 640,000; in the data active means inhibition above about 32%;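 further: 0% = median of test compound wells and 100% = reference inhibitor wells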
GPR151 ag = activators of human GPR151, primary screen, cell-based, PathHunter beta-arrestin, luminescence. G-protein coupled receptor 151 (Homo sapiens), Q8TDV0. PathHunter beta-arrestin GPR151 cells. activation, % at 11.2 µM. hit rate 1% among 650,000; in the data active means activation above about 4.9%;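 further: 0% = median of compound wells and 100% = cells with positive control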
* = called active by the depositor; & = joins results of further samples.

SMILES	MITF primary	FBW7 activator	TEAD-YAP block	GPR151 ag
COC(=O)/C(=C/C(C#N)=C/N(C)C)C(C)=O	13	-0.1	-2	0.4
Cc1ccc(NC(=O)C(c2ccccc2)N2CCOCC2)cc1 (configuration not stated)	-5	0.3	-7	0.1
CC(C)c1ccc([C@H]2[C@@H]3CCCC=C3C(C#N)=C(N)C2(C#N)C#N)cc1	-2	0.0	-1	-1.6
COc1ccc(NC(=O)Cc2ccc(Cl)cc2)cc1Cl	4	0.0	-2	-0.6
CCOC(=O)N1CCc2c(sc(NC(=O)c3ccc(OC)cc3)c2C#N)C1	-8	0.0	1	0.8
O=C(NC1CCN(Cc2ccccc2)CC1)c1cnc(Nc2ccc3ncccc3c2)s1	0	-0.2	-4	1.2
O=C(COC(=O)C1CCC1)Nc1ccccc1[N+](=O)[O-]	5	0.3	12	2.4
CN(CC1COc2ccccc2O1)C(=S)NCc1ccccc1 (configuration not stated)	-1&7	-0.1&-0.1	7&8	1.8&1.6
COc1ccc(NC(=O)C2CC(=O)N(CCc3ccc(OC)c(OC)c3)C(=Nc3cccc(Cl)c3)S2)cc1 (configuration not stated)	-6	-0.1	1	-1.1
CS(=O)(=O)N(CC(=O)NCc1ccccc1)c1ccc(Oc2ccccc2)cc1	19	0.1	-69	-0.6
CC(C)Cn1c(SCC(=O)N2CC(=O)Nc3ccccc32)nc2ccccc2c1=O	6	0.0	3	1.4
COc1ccc(C2=NN(C(=O)c3ccccc3Cl)C(c3ccc(C)cc3)C2)cc1OC (configuration not stated)	2	-0.2	-17	-1.0
CSc1nc2ccc3nc(NC(=O)C4CCCCC4)sc3c2s1	-4	0.1	12	-0.3
O=C(Nc1ccccc1[N+](=O)[O-])c1ccc(N2C(=O)CCC2=O)cc1	8	0.0	-12	-0.4
Cc1cc(NCc2ccccc2)nc(Nc2ncccn2)n1	0	0.0	-6	3.1
Cc1ccc(N2CCN(C3=NC(=O)/C(=C\c4ccc(O)cc4)S3)CC2)cc1	2	-0.2	8	-1.0
Cc1ccc(CNC(=O)c2cc(=O)[nH]c3ccc(S(=O)(=O)N4CCCC4)cc23)cc1	15	-0.1	11	-0.5
CCOC(=O)c1[nH]c(C)c(C2C(C#N)=C(N)Oc3n[nH]c(C)c32)c1C (configuration not stated)	10	-0.1	18	-1.8
CC(=O)Nc1nnc(SCc2cccc(Br)c2)s1	1	0.0	0	1.3
CCCC12CN3CC(CCC)(CN(C1)C3c1ccccc1O)C2=O (configuration not stated)	-1	-0.1	6	-0.1
CCC(C)(C)NC(=O)C1CCN(c2nc(OC)nc(OC)n2)CC1	1	0.3	-12	0.8
Cc1cc(NC(=O)Cn2nnc(-c3ccccc3NC(=O)c3ccc(Cl)cc3)n2)no1	-32	0.1	10	-0.8
COc1ccccc1N1CCN(C2CCCN(C(=O)c3cccc(F)c3)C2)CC1 (configuration not stated)	6	-0.1	11	0.4
O=C(Nc1cccc(C(=O)Nc2ccc(F)cc2F)c1)c1ccccc1	4	-0.2	-21	-1.2
Cn1c2ccccc2n2c(=N)c3cc4ccccc4nc3c(C#N)c12	-4	0.0	5	-0.7
(continued)
SMILES	MITF primary	FBW7 activator	TEAD-YAP block	GPR151 ag
CCc1ccc2nc3sc(C(N)=O)c(N)c3cc2c1	11	-0.1	92*	-2.9
Cc1cc(Cl)ccc1N(CC(=O)Nc1cccc(C(F)(F)F)c1)S(C)(=O)=O	17	0.1	2	-0.6
CCC[C@@H]1NC(=O)[C@H]2CN(C(=O)OCc3ccccc3)CCN2C1=O	-3	-0.4	-8	-0.6
CC[C@@H](C(=O)NCc1nc(-c2ccncc2)n[nH]1)c1ccccc1	5	0.1	0	1.4
COc1ccccc1C1C2=C(CC(C)(C)CC2=O)Nc2nc(SC)[nH]c(=O)c21 (configuration not stated)	11	0.0	1	-2.0
CC(C)Oc1ccc(N2CC(O)=C(c3nc4ccccc4[nH]3)C2=N)cc1	7	0.2	-19	0.1
O=C(CN1CCC(C(=O)c2ccccc2)CC1)Nc1cccc(I)c1	-2	0.0	0	0.0
COc1ccccc1Cc1noc(C(C)(C)NC(=O)c2ccccc2)n1	21	0.2	7	-1.4
COc1ccc(C(=O)N/C(=C/c2ccc([N+](=O)[O-])cc2)C(=O)Nc2ccccc2Cl)c(Cl)c1	3	0.4	2	1.4
NCCCC[C@@H]1NC(=O)[C@H]2CN(Cc3cnn(-c4ccccc4Cl)c3)CCN2C1=O	-12	-0.1	3	0.0
Cn1c(-c2ccc(F)cc2)cnc1NCc1ccc(F)cc1	53*	0.1	8	-0.3
Cc1cccc(CC(=O)Nc2nnc(-c3cccc(Br)c3)o2)c1	4	0.6	-2	2.7
O=C(O)C1CCCCC1C(=O)Nc1nc(-c2ccc([N+](=O)[O-])cc2)cs1 (configuration not stated)	2	0.1	-11	1.4
Cc1cccc(C)c1NC(=O)CNCCCN1CCOCC1	88*	0.4	2	-1.6
CN(C)CCCNC(=O)c1ccc2[nH]c3c(c2c1)CCCC3	4	0.1	2	0.7
Cc1cc(NS(=O)(=O)c2ccc(NC(=O)CCCOc3ccc(Cl)cc3)cc2)no1	1	2.9*	4	2.0
CCOC(=O)NC(Nc1ccccc1C(F)(F)F)C(=O)c1ccccc1 (configuration not stated)	-9	-0.2	1	-0.2
N/C(=N\OC(=O)Oc1ccccc1)c1cccnc1	14	0.1	-7	0.4
Cc1c([N+](=O)[O-])ccc(S(=O)(=O)NCCC2=CCCCC2)c1C	16	0.1	-5	0.2
Cc1ccccc1C(=O)Nc1nnc(-c2ccc(Cl)cc2)o1	-2	0.3	-1	-0.2
CN(C)c1ccc(/C=N/NC(=O)CN2CCOCC2)cc1Br	20	0.1	-6	-0.2
CCN1C(=O)/C(=C/c2ccc(-c3ccc([N+](=O)[O-])cc3)o2)NC1=S	52*	0.4	3	-0.3
O=S(=O)(Nc1cccc(C(F)(F)F)c1)c1cccc2nonc12	12	0.4	0	-1.2
O=C1c2ccccc2S(=O)(=O)NN1Cn1nnc2ccccc2c1=O	4	0.1	4	0.1
COC(=O)c1ccc(N2C(=O)CSC2c2ccccc2)cc1 (configuration not stated)	10	0.0	-4	-0.4

Quoted from above (5 entries):
SMILES	MITF primary	FBW7 activator	TEAD-YAP block	GPR151 ag
CN(C)c1ccc(/C=N/NC(=O)CN2CCOCC2)cc1Br	20	0.1	-6	-0.2
CCN1C(=O)/C(=C/c2ccc(-c3ccc([N+](=O)[O-])cc3)o2)NC1=S	52*	0.4	3	-0.3
O=S(=O)(Nc1cccc(C(F)(F)F)c1)c1cccc2nonc12	12	0.4	0	-1.2
O=C1c2ccccc2S(=O)(=O)NN1Cn1nnc2ccccc2c1=O	4	0.1	4	0.1
COC(=O)c1ccc(N2C(=O)CSC2c2ccccc2)cc1 (configuration not stated)	10	0.0	-4	-0.4

New compounds follow:
SMILES	MITF primary	FBW7 activator	TEAD-YAP block	GPR151 ag
CC(=O)c1ccc(NC(=O)CN2c3ccccc3CC2C)cc1 (configuration not stated)	16	0.1	7	-0.9
Cc1ccc(NC2=NCC(=O)N2Cc2ccc(F)cc2)cc1C	-5	-0.5	-27	0.2
CS(=O)(=O)N(CC(=O)NCCC1=CCCCC1)c1ccc(OCc2ccccc2)cc1	8	0.0	5	0.4
Cc1cccn2c(CNCc3ccccc3Cl)c(C(=O)N3CCCCC3)nc12	1	-0.2	2	-1.1
Cc1cccc(NC(=O)CS)c1	0	0.0	13	-0.3
CC(=O)NC1=NN(C(C)=O)C(C)(c2ccc(F)cc2)S1 (configuration not stated)	11	0.5	37*	0.0
COc1ccc(C2C(C(C)=O)=C(O)C(=O)N2CCc2ccccc2)c(OC)c1 (configuration not stated)	-1	0.1	-4	1.1
COc1cccc(CN2CCN(Cc3ccc4ccccc4c3)CC2)c1OC	76*	-0.2	-8	-0.6
O=c1[nH]c(Nc2cccc(F)c2)nnc1Cc1ccccc1	-5	0.1	11	-0.4
O=[N+]([O-])c1ccc(-c2ncnn2-c2ccc(Br)cc2F)cc1	9	0.7	-3	0.0
CC(CCc1ccccc1)NC(=O)CN1CCc2ccccc2C1 (configuration not stated)	6	0.0	-3	-0.6
O=C(CSCC(=O)Nc1ccc([N+](=O)[O-])cc1)Nc1ccccc1	-2	0.1	12	0.4
O=C1CC(N2CCN(c3ccc(Cl)cc3)CC2)C(=O)N1c1ccc(F)cc1 (configuration not stated)	2	0.0	4	-0.7
Cc1c(S(=O)(=O)Nc2ccccc2C(N)=O)c(=O)n(C)c(=O)n1C	-11	-0.2	5	0.2
Cc1ccc(CNC(=O)CCCn2ncc3ccc(C)cc32)cc1	11	0.0	4	-1.6
O=C1C2C(C(=O)N1c1ccccc1)N1CCCN1C2c1ccccc1 (configuration not stated)	6	0.2	9	-1.1
O=C1OC(c2ccc(O)cc2)(c2ccc(O)cc2)c2ccccc21	2	0.2	8	1.2
Clc1ccc(CNc2c3c(nc4nncn24)CCC3)cc1	0	-0.2	5	0.1
CCS(=O)(=O)N1CC(=O)N(c2cc(C)ccc2C)C(C)(C(=O)NC2CCCCC2)C1 (configuration not stated)	1	-0.1	-7	-0.6
Cc1ccc(CNC(=O)c2ccc(N3CCCCC3)c([N+](=O)[O-])c2)cc1	9	-0.1	6	2.6
CCN1CCN(C(c2cccc(F)c2)c2sc3ncnn3c2O)CC1 (configuration not stated)	14	0.3	6	-1.3
OCCNCCCOc1ccc(Cl)cc1Br	5	0.1	-3	-1.3
COc1ccc(/C=C2\N=C(c3cncc(Br)c3)OC2=O)c(OC)c1OC	-5	0.1	6	-1.2
COc1cccc(CN2CCNC(=O)C2CC(=O)N(C)CCN2CCCCC2)c1OC (configuration not stated)	-1	-0.1	-6	1.1
NC(=O)C1CCN(C(=O)c2ccc3c(c2)nc(SCc2ccncc2)n2c4ccccc4nc32)CC1	9	-0.1	-5	-0.1

Laid out differently: entries from further up.
SMILES,MITF primary,FBW7 activator,TEAD-YAP block,GPR151 ag
COc1cccc(CN2CCN(Cc3ccc4ccccc4c3)CC2)c1OC,76*,-0.2,-8,-0.6
Cc1c(S(=O)(=O)Nc2ccccc2C(N)=O)c(=O)n(C)c(=O)n1C,-11,-0.2,5,0.2

New compounds follow:
SMILES	MITF primary	FBW7 activator	TEAD-YAP block	GPR151 ag
O=C(NCc1cccnc1)C(=O)N/N=C/c1cccc2ccccc12	3	0.0	2	-0.1
Cc1nc2ccccc2nc1CN1CCC2(CC1)CC2C(=O)Nc1ccc2c(c1)OCO2 (configuration not stated)	13	0.0	-3	-0.7
CCN1C(=O)c2cccc3c(NC(=O)c4sc5ccccc5c4Cl)ccc1c23	0	0.0	9	-1.5
CCOC(=O)C1CCCN(c2nc3cc(OC)ccc3cc2CNCc2ccon2)C1 (configuration not stated)	-1	-0.1	13	0.1
Cc1ccc(C(=O)NCc2ccc(S(N)(=O)=O)cc2)cc1C	6	-0.6	1	1.8
Nc1cc(-c2ccc(NC(=O)CCc3ccccc3)cc2)ccn1	2	0.0	-6	0.1
COc1ccc(-n2nnc3c(SCC(=O)Nc4cccc(F)c4)ncnc32)cc1	-1	0.2	-2	-0.6
O=C(COC(=O)C1COc2ccccc2O1)NNC(=O)c1ccc(Br)cc1 (configuration not stated)	1	0.1	4	1.4
CC(=O)Nc1ccc(C2=N/C(=C/c3ccc(OCc4ccccc4)cc3)C(=O)O2)cc1	1	0.2	43*	0.7
Cc1cccn2c(=O)c3cc(C(=O)Nc4ccc(Cl)cc4)n(C)c3nc12	10	0.1	5	0.9
O=C(NC12CC3CC(CC(C3)C1)C2)c1nn2c(C(F)(F)F)cc(-c3cccs3)nc2c1Br	4	0.0	-7	-1.1
CCOC(=O)C1=C(C)NC2=C(C(=O)CC(c3ccc(OC)cc3)C2)C1c1cccs1 (configuration not stated)	9	0.7	9	-0.9
Cc1cc(C)c(C2N(Cc3ccccc3)CCN2Cc2ccccc2)c(C)c1	8	0.1	10	0.0
O=C(Cn1ncc2ccccc21)N1CCN(c2cccc(C(F)(F)F)c2)CC1	5	-0.2	13	-0.1
C=CCOC(=O)CCC(=O)NCc1ccccc1	12	0.2	1	-0.2
Cc1nc2c(C(=O)NCCCN3CCCC(C)C3)cnn2c(C)c1Cc1ccccc1 (configuration not stated)	-18	0.0	6	-0.4
Cc1c([N+](=O)[O-])cc(C(=O)Nc2cccc3c2C(=O)NC3=O)cc1[N+](=O)[O-]	14	0.8	-10	-0.3
O=C(OCc1cc(-c2ccc(F)cc2)on1)C1(c2cccs2)CCCC1	-16	0.8	-6	-0.3
CCOC(=O)C1CCCN(C2CCC(=O)N(CCCC(C)C)CC2)C1 (configuration not stated)	4	0.0	-4	0.5
Cc1cc(N2CCCC(C(=O)NCC3CCCCC3)C2)n2ncnc2n1 (configuration not stated)	3	0.1	-5	0.6
COc1ccc(N(C(C)=O)S(=O)(=O)c2ccc(C)cc2)cc1	-5	-0.1	4	0.0

Three structures from above, arranged by SMILES length, low to high:
SMILES	MITF primary	FBW7 activator	TEAD-YAP block	GPR151 ag
Nc1cc(-c2ccc(NC(=O)CCc3ccccc3)cc2)ccn1	2	0.0	-6	0.1
CCOC(=O)C1CCCN(c2nc3cc(OC)ccc3cc2CNCc2ccon2)C1 (configuration not stated)	-1	-0.1	13	0.1
CC(=O)Nc1ccc(C2=N/C(=C/c3ccc(OCc4ccccc4)cc3)C(=O)O2)cc1	1	0.2	43*	0.7
